CCHFV vOTU inh: CCHFV vOTU protease inhibition. Pep-AMC fluorescence. inhibition, % at 11.5 µM. actives 0.55% (n = 370,000); note: 0% = vehicle wells with enzyme and 100% = no enzyme wells
BoNT-A LC inh2: inhibitors of Botulinum neurotoxin A light chain protease; multiplex microsphere protease substrate cleavage, flow cytometry; inhibition, % at 10 µM; actives 0.17% (n = 360,000); AID 588499; in the data active = inhibition above about 30%; inconclusive = no clear call, values can overlap the other calls; note: plate controls were buffer without enzyme for full effect and enzyme alone for no effect
GDH-TPI counter: counter-screen for M. tuberculosis FBA inhibitors: GDH-TPI coupled enzymes | AID 588335 | inhibition, % at 4.8 µM | actives 1.2% (n = 360,000) | GDH-TPI coupled enzyme counterscreen, NADH absorbance;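 note: 0% = DMSO wells and 100% = wells lacking the enzyme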
Mtb BioA inh: BioA (M. tuberculosis) enzyme inhibition. purified M. tuberculosis BioA enzyme, plate reader. inhibition, % at 9.99 µM. actives 0.096% (n = 360,000); in the data active = inhibition above about 40%; inconclusive = no clear call, values can overlap the other calls
UGM FP inh: inhibitors of M. tuberculosis UDP-galactopyranose mutase. actives 0.06% (n = 320,000). P9WIQ1. purified UGM, fluorescence polarization probe displacement. inhibition, % at 10 µM; in the data active = inhibition above about 10%, passing the limit was not always enough; inconclusive = no clear call, values can overlap the other calls
Target sequence (P9WIQ1 whole entry, looked up): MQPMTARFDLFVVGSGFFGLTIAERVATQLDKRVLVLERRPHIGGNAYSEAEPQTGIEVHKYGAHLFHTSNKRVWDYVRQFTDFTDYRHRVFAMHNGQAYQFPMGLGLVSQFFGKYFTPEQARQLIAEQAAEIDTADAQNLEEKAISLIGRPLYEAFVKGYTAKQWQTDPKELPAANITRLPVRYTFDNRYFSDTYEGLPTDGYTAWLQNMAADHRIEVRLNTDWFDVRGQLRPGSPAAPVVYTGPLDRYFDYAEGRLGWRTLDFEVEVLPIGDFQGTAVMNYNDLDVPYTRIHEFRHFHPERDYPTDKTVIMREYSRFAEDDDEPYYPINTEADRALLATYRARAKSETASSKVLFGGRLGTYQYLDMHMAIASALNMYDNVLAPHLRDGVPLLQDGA
Mtb FBA inh: Mtb fructose-bisphosphate aldolase inhibition. P9WQA3. purified M. tuberculosis FBA, fluorescence read-out. inhibition, % at 1 µM. actives 2.3% (n = 360,000). AID 588726; in the data active = inhibition above about 27%;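 note: 0% = vehicle and 100% = reference inhibitor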
Target sequence (P9WQA3 whole entry, looked up): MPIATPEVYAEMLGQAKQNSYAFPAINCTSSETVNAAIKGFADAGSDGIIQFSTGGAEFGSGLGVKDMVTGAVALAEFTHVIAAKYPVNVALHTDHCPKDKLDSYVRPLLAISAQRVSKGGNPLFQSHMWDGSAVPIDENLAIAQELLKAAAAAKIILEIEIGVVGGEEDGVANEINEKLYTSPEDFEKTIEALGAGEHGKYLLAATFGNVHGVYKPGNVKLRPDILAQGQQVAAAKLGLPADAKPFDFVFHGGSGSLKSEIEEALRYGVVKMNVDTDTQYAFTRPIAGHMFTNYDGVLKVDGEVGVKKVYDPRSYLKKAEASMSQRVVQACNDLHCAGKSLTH
FadD28 FP inh: blocks FadD28 binding to the bisubstrate probe; actives 0.22% (n = 360,000); inhibition, % at 12.5 µM; fluorescence polarization; in the data active = inhibition above about 8.5%, passing the limit was not always enough; inconclusive = no clear call, values can overlap the other calls
BoNT-F LC inh: inhibitors of Botulinum neurotoxin F light chain protease. Multiplex microsphere protease cleavage assay, flow cytometry. inhibition, % at 10 µM. actives 0.22% (n = 360,000). AID 588497; in the data active = inhibition above about 35%, passing the limit was not always enough; inconclusive = no clear call, values can overlap the other calls; note: plate controls were buffer without enzyme for full effect and enzyme alone for no effect
PrPC TRFRET: cell surface PrPC inhibition, primary TR-FRET screen | inhibition, % at 13.8 µM | actives 0.43% (n = 370,000) | P04156 | TR-FRET read-out; in the data active = inhibition above about 24%; note: 0% = median of the test wells and 100% = reference compound wells
Starred values were filed as active, the others as inactive; ? = inconclusive; nt = not tested or not shown; & = joins results of further samples. Cut-off read from the data, not from the text of the source, unless noted: active = inhibition above about 30%; inactive = the rest.

SMILES	GDH-TPI counter	FadD28 FP inh	UGM FP inh	Mtb FBA inh	CCHFV vOTU inh	BoNT-A LC inh2	PrPC TRFRET	Mtb BioA inh	BoNT-F LC inh
C[C@@H]1CN([C@H](C)CO)C(=O)CCCn2cc(nn2)CO[C@H]1CN(C)C(=O)c1ccccc1	nt	0.3	nt	0	6	-0.4	-1	-0.7&-2.5	1
CN(C)C(=O)CSc1nc(-c2cccs2)c(-c2cccs2)[nH]1	16	-0.7	7.1	8	6	-0.2	11	-0.8	-1
NS(=O)(=O)c1ccc(CCNC(=O)C(=O)NCC2OCCN2S(=O)(=O)c2ccc(F)cc2)cc1 (stereo not drawn)	2	-1.0	-1.6	0	10	-2.8	-5	-1.4	1
Cc1ccc(-n2cc(CNCCc3ncc(C)[nH]3)c(-c3ccc(F)cc3)n2)cc1	-2	-3.9	1.1	3	16	-0.9	-11	nt	-17
Cc1ccc(S(=O)(=O)N2CCN(C(=O)COC(=O)C3CCC3)CC2)c(C)c1	-1	-2.6	3.8	0	-13	-2.1	-1	0.1	-5
Cc1ccc(-n2nnnc2SCC(=O)NNC(=O)c2ccco2)cc1C	-11	-1.9	0.1	1	3	0.0	-3	-1.2	-7
O=C(O)c1ccccc1S(=O)(=O)NCC(O)COc1ccc(Br)cc1 (stereo not drawn)	4	-0.1	3.3	2	-4	0.1	1	1.0	-2
Cc1cccc(N2C(=O)CC(N(C(=O)c3ccco3)c3cccc(C)c3)C2=O)c1 (stereo not drawn)	8	0.1	-0.7	-3	-13	?	-4	nt	-7
Cc1nc(C)c(C(=O)OCC(=O)Nc2ccc(C)c(C)c2)s1	16	-1.3	nt	5	4	-0.7	0	-0.4	-12
CCCCC1(C)Cc2ccccc2C(=S)N1 (stereo not drawn)	9	-1.4	1.9	3	-1	-0.2	6	0.0	-3
COc1ccc(NC(=O)CN(C)C(=O)c2cc(S(=O)(=O)N(C)C)ccc2N2CCCC2)cc1	5	-1.2	1.4	5	-5	1.9	4	nt	-6
COc1ccc(N(Cc2ccc(N(C)C)cc2)C(=O)c2ccc(S(C)(=O)=O)cc2)cc1	10	-2.1	3.6	2	15	-2.3	-7	1.0	-15
CCN(CC)S(=O)(=O)c1ccc(N2CCN(S(=O)(=O)c3ccccc3)CC2)nc1	7	-2.8	nt	0	4	-2.0	2	-0.6	8
CCOc1ccc(NC(=O)NC(=O)N(C(C)C)S(C)(=O)=O)cc1	-12	0.8	-5.9	3	-16	-0.3	7	-0.2	3
N#Cc1ccccc1/C=C/C(=O)N1CCOCC1	2	0.2	1.3	-2	12	-0.5	4	nt	-4
COc1cccc(C2N(c3ccccc3)CCN2c2ccccc2)c1OC	6	1.3	1.8	-3	4	-0.6	-6	nt	0
Cc1cccc(-n2c(C)n[nH]c2=S)c1	2	-2.3	3.9	1	-10	0.6	-5	-0.2	-9
CC(C)NC(=O)C1(C)CCN1Cc1cccc(Cl)c1 (stereo not drawn)	19	0.3	nt	3	-1	0.2	2	-1.2	2
O=C(C[C@H]1C/C=C\C[C@@H](Cc2ccc(F)cc2)C(=O)OC[C@H]2CCCN2C1=O)N[C@H](CO)Cc1ccccc1	-3	-2.1	-0.3	-3	1	0.1	-1	-0.3	0
CS(=O)(=O)c1ccc(Cl)c(NC(=O)CN2CCN(S(=O)(=O)/C=C/c3ccccc3)CC2)c1	-2	-4.5	nt	-1	12	-0.2	-13	-1.0	-1
c1ccc2c(CSCc3nc4ccccc4[nH]3)cccc2c1	-5	-3.4	1.6	-2	6	0.7	7	-0.3	-1
O=C1C=CCCC1	9	-1.8	0.4	-1	-2	-0.2	6	0.0	-1
O=C(Nc1nccs1)c1ccc(COc2ccccc2Cl)o1	1	-2.6	1.4	0	-1	-0.3	22	14	0
CCCNC(=O)NC(=O)CSc1nc2ccccc2c(=O)n1Cc1ccncc1	-1	-2.2	1.5	3	-6	nt	-5	0.4	nt
COc1ccc(NCC(=O)Nc2c(C)cccc2C)cc1S(=O)(=O)N1CCOCC1	-4	-5.2	nt	-3	-1	0.0	3	-1.4	1

Shown as labelled records: entries from further up.
smiles: C[C@@H]1CN([C@H](C)CO)C(=O)CCCn2cc(nn2)CO[C@H]1CN(C)C(=O)c1ccccc1
  GDH-TPI counter: nt | FadD28 FP inh: 0.3 | UGM FP inh: nt | Mtb FBA inh: 0 | CCHFV vOTU inh: 6 | BoNT-A LC inh2: -0.4 | PrPC TRFRET: -1 | Mtb BioA inh: -0.7&-2.5 | BoNT-F LC inh: 1
smiles: CN(C)C(=O)CSc1nc(-c2cccs2)c(-c2cccs2)[nH]1
  GDH-TPI counter: 16 | FadD28 FP inh: -0.7 | UGM FP inh: 7.1 | Mtb FBA inh: 8 | CCHFV vOTU inh: 6 | BoNT-A LC inh2: -0.2 | PrPC TRFRET: 11 | Mtb BioA inh: -0.8 | BoNT-F LC inh: -1
smiles: NS(=O)(=O)c1ccc(CCNC(=O)C(=O)NCC2OCCN2S(=O)(=O)c2ccc(F)cc2)cc1 (stereo not drawn)
  GDH-TPI counter: 2 | FadD28 FP inh: -1.0 | UGM FP inh: -1.6 | Mtb FBA inh: 0 | CCHFV vOTU inh: 10 | BoNT-A LC inh2: -2.8 | PrPC TRFRET: -5 | Mtb BioA inh: -1.4 | BoNT-F LC inh: 1
smiles: Cc1ccc(-n2cc(CNCCc3ncc(C)[nH]3)c(-c3ccc(F)cc3)n2)cc1
  GDH-TPI counter: -2 | FadD28 FP inh: -3.9 | UGM FP inh: 1.1 | Mtb FBA inh: 3 | CCHFV vOTU inh: 16 | BoNT-A LC inh2: -0.9 | PrPC TRFRET: -11 | Mtb BioA inh: nt | BoNT-F LC inh: -17

New compounds follow:
SMILES	GDH-TPI counter	FadD28 FP inh	UGM FP inh	Mtb FBA inh	CCHFV vOTU inh	BoNT-A LC inh2	PrPC TRFRET	Mtb BioA inh	BoNT-F LC inh
CC1(C)Cc2ccccc2C(NN=C2CCCC2)=N1	8	-0.7	-1.1	5	-9	0.7	2	nt	-1
Cc1nc(NCCc2ccccc2)sc1C(=O)N(C)C	-1	-0.1	-2.6	-3	7	-6.7	-2	-1.5	-21
Cc1ccc(S(=O)(=O)CC(O)CN2CCCC2=O)cc1 (stereo not drawn)	4	-0.6	-0.1	0	-7	0.4	-3	1.3	3
Cc1cccc(NC(=O)c2ccc(NC(=O)c3ccccc3Br)cc2)c1	4	1.2	-1.8	1	9	1.3	1	-2.4	-3
Cc1ccc(F)cc1NC(=O)C1C2CCC(O2)C1C(=O)O (stereo not drawn)	3	0.7	-2.0	5	-10	-2.4	-3	-1.0	-26
CN(C)CCCNc1ncnc2c1cnn2Cc1ccccc1Cl	2	0.9	nt	2	-8	-0.5	-3	0.7	10
COc1ccc(NS(=O)(=O)c2ccc(C)c(C(=O)OC(C)C(=O)N3CCOCC3)c2)cc1 (stereo not drawn)	5	1.8	-1.0	-1	21	-1.8	9	0.4	-13
COc1ccc(OC)c(S(=O)(=O)Nc2cnc3ccccc3c2)c1	5	-0.1	-0.3	-1	-5	-1.5	0	-2.8	-8
O=c1oc(CCCO)cc2ccc(C#Cc3ccsc3)cc12	1	-5.4	2.8	57*	-7	0.6	4	-0.4	-9
C/C(Cl)=C\Cn1c(NCCCn2ccnc2)nc2c1c(=O)n(C)c(=O)n2C	2	-0.1	-0.4	2	-9	nt	-5	nt	nt
CCc1ccc(NC(=S)N2CCN(c3cccc(OC)c3)CC2)cc1	5	-3.1	-1.4	-2	2	1.4	5	nt	4
Cc1ccc(S(=O)(=O)N2CCC(C(=O)NC3CC3)CC2)cc1	-4	-2.1	0.4	1	-2	0.0	8	-0.2	0
O=C(NC(=O)N1CCCC1)c1csnn1	8	-2.4	4.4	0	7	0.2	5	nt	4
COc1ccc(CCN2CC(C(=O)N(C)CC(=O)Nc3ccc(F)c(F)c3F)CC2=O)cc1OC (stereo not drawn)	8	-3.7	nt	0	0	-0.2	0	-1.5	-6
O=C(OCC(=O)N(CCc1ccccc1)Cc1ccccc1)c1cc(S(=O)(=O)N2CCOCC2)ccc1F	5	-0.5	-2.2	1	8	4.3	-2	-2.3	6
O=C(O)/C=C\C(=O)Nc1ccccc1C(=O)N1CCN(c2ccc(Cl)cc2)CC1	-4	-1.5	-0.2	6	8	1.1	2	18	7
COc1ccc(NC(=O)c2ccc(-c3ccccc3)cc2)cc1S(=O)(=O)N1CCOCC1	1	1.2	0.6	-4	-2	0.3	5	nt	5
Cn1c(CNC(=O)OC(C)(C)C)n[nH]c1=S	-4	-3.3	-2.0	2	-7	0.0	6	-1.4	-2
COCCN(C(=S)Nc1ccc(OC)c(Cl)c1)C1CCN(C(C)=O)CC1	14	-0.9	nt	5	-1	-0.3	-1	2.5	-3
CC(C)CNC(=S)N(CCCO)Cc1cc2cc3c(cc2[nH]c1=O)OCCO3	15	0.2	-1.7	20	-16	-0.2	2	-2.6	-11
COc1ccc(C)cc1NC(=O)N1CCC(CO)(CC2CCCCO2)CC1 (stereo not drawn)	-3	-2.2	nt	-2	-17	0.2	3	nt	0
CCOC(=O)[C@]12CCC=C1N(CCC1=CCCCC1)C(=O)[C@H](CC(=O)NCc1ccc(OC)c(OC)c1)C2	nt	nt	nt	nt	5	1.0	-6	nt	-13
Cc1cccc(NC(=O)c2cc3c(n(-c4ccccc4)c2=O)CCCC3=O)n1	1	-0.4	nt	1	14	-0.5	-6	1.8	0
Cc1ccn(CCC(=O)N2CCCC(N3CCN(c4ccccc4C)CC3)C2)n1 (stereo not drawn)	5	1.1	nt	4	-2	0.3	-8	-0.3	6
Cc1ccc(CNC(=O)C2CCN(S(=O)(=O)c3ccc4c(c3)OCCCO4)CC2)cc1	4	0.5	nt	-3	3	0.7	7	0.1	14
Cn1c(=O)c2c(nc(SCCN3CCCCC3)n2C)n(C)c1=O	7	-3.4	-0.1	1	4	0.0	1	-1.2	10
CCC(C)Nc1nc(N)c([N+](=O)[O-])c(NC2CCCCC2)n1 (stereo not drawn)	9	-4.0	-0.9	1	3	-0.5	-2	-0.8	?
COc1ccc(N2CCN(S(=O)(=O)c3cc4c(cc3C)N(C(C)=O)CCO4)CC2)cc1	-10	7.1	-4.4	0	2	-0.1	-9	1.6	2
Cc1ccccc1-c1nc2cc(Cl)ccc2c(=O)o1	-3	-6.3	-2.0	0	6	-3.0	-2	nt	-3
CCn1cc(/C=N/NS(=O)(=O)c2ccc(OC)cc2)c(C)n1	7	-1.6	2.0	2	-5	0.1	6	-0.7	2
COc1cc2nc(-c3ccc(Br)o3)oc(=O)c2cc1OC	30	-4.3	1.0	2	17	0.0	4	-1.5	-6
Cc1ccc(C2Nc3cccc4cccc(c34)N2)cc1	9	-1.9	2.3	49*	-5	-7.5	3	-3.2	?
CN(C)CC/C=C1/c2cc(F)ccc2Sc2ccc(Cl)cc21	-3	-4.7	-1.4	3	-2	nt	0	0.6	nt
Cc1ccc2c(CN3CCN(CCO)CC3)cc(=O)oc2c1	9	-2.7	-0.2	3	3	1.6	-5	nt	-7
CCOC(=O)C1CCN(CC(O)COC(CC)c2ccccc2)CC1 (stereo not drawn)	-6	-1.8	-0.2	-4	-8	0.8	-2	-1.5	-5
COc1cc(/C=C(\C#N)c2nc3ccccc3n2C)cc(OC)c1O	23	2.0	-34	-13	-7	0.3	-1	nt	-7
CCCOc1c(OC)cccc1C1CC(=O)Nc2cc3c(cc21)OCCO3 (stereo not drawn)	13	-3.4	-1.8	0	1	0.0	9	0.8	-6
CC(Sc1ccccc1)C(=O)N(CCC#N)Cc1cccnc1 (stereo not drawn)	1	-2.6	-1.5	1	-7	-0.1	4	nt	-3

One compound at a time, from the list above. Order of screens: GDH-TPI counter	FadD28 FP inh	UGM FP inh	Mtb FBA inh	CCHFV vOTU inh	BoNT-A LC inh2	PrPC TRFRET	Mtb BioA inh	BoNT-F LC inh
Cc1ccc(CNC(=O)C2CCN(S(=O)(=O)c3ccc4c(c3)OCCCO4)CC2)cc1 is listed as 4	0.5	nt	-3	3	0.7	7	0.1	14
CCCNC(=O)NC(=O)CSc1nc2ccccc2c(=O)n1Cc1ccncc1 is listed as -1	-2.2	1.5	3	-6	nt	-5	0.4	nt

Bioassay records from PubChem.
